Assay outcomes from PubChem BioAssay.
phage Ecoli inh: E. coli growth loss with phage present; inhibition, % at 11.9 µM; growth absorbance; actives 0.26% (n = 360,000); in the data active means inhibition above about 11%
HTR5A inv ctr: HTR5A inverse agonism, opioid heterodimer counter-screen. HTR5A cell line, luminescence. inhibition, % at 9.3 µM. P47898. AID 504634. actives 0.083% (n = 340,000); in the data active means inhibition mostly above about 23%, no sharp cut-off; inactive means mostly below about 18%;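 further: 0% = cells with DMSO and 100% = no-cell wells with DMSO; some compounds called inactive have numbers as strong as hits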
AddAB inh: less growth of phage-infected E. coli with AddAB; actives 0.29% (n = 330,000); inhibition, % at 11.9 µM; E. coli expressing H. pylori AddAB, absorbance growth; AID 435030; in the data active means inhibition above about 12%;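 further: 0% = vehicle wells of infected cells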
E coli growth: bacterial growth inhibition, counter-screen for AddAB inhibitors; actives 0.27% (n = 330,000); AID 449728; inhibition, % at 11.9 µM; E. coli V3065 growth, OD600 absorbance, 18 h;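 active means inhibition above the campaign's mean inhibition across all tested compounds plus 3 SD, cut at about 9.9% in these data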;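 further: uninfected addAB+ strain grown without phage in ampicillin broth; 0% = DMSO wells and 100% = ciprofloxacin 0.95 µg/ml wells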
PKA-R2B activ: activators of human PKA-R2B complex | P22694+P31323 | PKA-R2B holoenzyme dissociation, Cy5-IP20 fluorescence polarization; R2B truncated from residue 108, S112A mutant; 0% DMSO only, 100% 113 µM cGMP | activation, % at 11.4 µM | actives 0.079% (n = 340,000) | AID 504700;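 active means activation above a cutoff set at the mean over all compounds plus 3 SD, cut at about 18% in these data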;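 further: higher means more holoenzyme dissociation and a rise in polarization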
OPRM1-OPRD1 inv: inverse agonists of human mu-delta opioid receptor heterodimerization. cell-based MOR-DOR heterodimer luminescence, inverse agonism. inhibition, % at 9.3 µM. actives 0.21% (n = 340,000); in the data active means inhibition above about 22%, passing the limit was not always enough;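 further: 0% = cells with DMSO and 100% = wells without cells with DMSO; values of inactives mirror those of a sister screen read the other way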
Target sequence (P35372 whole entry, looked up): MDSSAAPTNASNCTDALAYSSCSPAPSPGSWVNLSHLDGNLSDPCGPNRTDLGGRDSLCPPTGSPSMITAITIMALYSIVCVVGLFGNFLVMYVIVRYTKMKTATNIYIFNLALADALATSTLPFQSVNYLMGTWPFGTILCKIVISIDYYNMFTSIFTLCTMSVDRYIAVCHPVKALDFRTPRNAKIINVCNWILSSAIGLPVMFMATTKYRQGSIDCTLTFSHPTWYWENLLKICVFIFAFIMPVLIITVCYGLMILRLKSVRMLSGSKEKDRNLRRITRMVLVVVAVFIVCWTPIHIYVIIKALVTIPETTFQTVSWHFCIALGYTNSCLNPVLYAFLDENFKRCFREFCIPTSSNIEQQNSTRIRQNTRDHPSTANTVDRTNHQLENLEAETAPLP
Target sequence (P41143 whole entry, looked up): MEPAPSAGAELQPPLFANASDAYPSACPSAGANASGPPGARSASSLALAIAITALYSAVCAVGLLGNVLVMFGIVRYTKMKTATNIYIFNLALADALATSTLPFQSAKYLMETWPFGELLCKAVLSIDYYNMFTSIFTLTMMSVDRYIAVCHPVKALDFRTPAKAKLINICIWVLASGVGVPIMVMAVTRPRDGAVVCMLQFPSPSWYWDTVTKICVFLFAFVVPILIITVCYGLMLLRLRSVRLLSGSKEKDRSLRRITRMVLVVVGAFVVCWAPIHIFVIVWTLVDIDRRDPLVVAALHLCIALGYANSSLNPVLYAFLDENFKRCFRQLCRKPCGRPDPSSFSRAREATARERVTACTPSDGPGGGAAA
PfHsp90 set2: reduces growth (ATP signal) of yeast expressing P. falciparum Hsp90 | S. cerevisiae expressing PfHsp90, BacTiter-Glo ATP, 48 h; yeast lacking PDR1 and PDR3 efflux regulators | inhibition, % at 9.4 µM | actives 0.32% (n = 310,000) | AID 504621;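 active means every replicate shows inhibition above about 80%, whatever the replicate mean, limit read from the data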;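 further: 0% = DMSO neutral controls and 100% = 20 µM radicicol positive controls; yeast relying on Plasmodium falciparum Hsp90 in place of its own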
PKA-R1A activ: PKA-R1A complex activation; actives 0.083% (n = 340,000); AID 504707; P00514+P68181; PKA-R1A dissociation, Cy5-IP20 fluorescence polarization; scaled: DMSO 0%, 113 µM cGMP 100%; activation, % at 11.4 µM;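 active means percent activation above the mean of all tested compounds plus 3 SD, cut at about 19% in these data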;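 further: higher means more PKAc released from R1A so a rise in polarization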
Tat export inh: blocks Tat-dependent protein export in E. coli. E. coli MC4100 TorA-mCherry Tat export, fluorescence. actives 0.036% (n = 340,000). inhibition, % at 10 µM;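 active means mean replicate inhibition at least 50% and at least half of replicates individually reaching 50%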;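 further: exported cargo escapes ClpAP degradation while cytoplasmic cargo is degraded and loses fluorescence; 0% = median of neutral control wells and 100% = median of NaSCN control wells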
SUMO Mot1 rescue: inhibitors of SUMOylation pathway: yeast Mot1-301 growth rescue; AID 2716; S. cerevisiae Mot1-301 growth rescue, ATP luminescence, 38.5C; percent above DMSO median, 100 means doubled; actives 1% (n = 320,000); growth rescue, % at 18.8 µM;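 active means every valid replicate shows activation above 250% relative to neutral control wells; inactive means the rest, any valid replicate at or below 250%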;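 further: OY570 slx delta 5 strain wells were the positive control but not used for scaling; some compounds called inactive have numbers as strong as hits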
OPRM1-OPRD1 ag: agonists of human mu-delta opioid receptor heterodimerization; cells, OPRM1-OPRD1 heterodimerization, luminescence; activation, % at 9.3 µM; actives 0.3% (n = 340,000); AID 504326; in the data active means activation above about 18%;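 further: 0% = vehicle-treated cells and 100% = reference agonist; values of inactives mirror those of a sister screen read the other way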
Active calls of the source: *; · = no result given.

Molecule | phage Ecoli inh | HTR5A inv ctr | AddAB inh | E coli growth | PKA-R2B activ | OPRM1-OPRD1 inv | PfHsp90 set2 | PKA-R1A activ | Tat export inh | SUMO Mot1 rescue | OPRM1-OPRD1 ag
CCN1CCN(S(=O)(=O)CC2(C)C3CCC2(C)C(=O)C3Br)CC1 (stereo unspecified) | 3.5 | 7 | 2.6 | -0.5 | -8 | 7 | 22 | -11 | 0 | -1 | -1.5
Cc1cccc(NC(=O)CSc2nnc(-c3ccncc3)n2C)c1 | 4.5 | 8 | -1.6 | -2.5 | 3 | 11 | -9 | -4 | -4 | 10 | -2.1
CCCCC1=NN(C(=O)c2ccco2)C(O)(C(F)(F)F)C1 (stereo unspecified) | 3.7 | -18 | 4.6 | 2.5 | -12 | 3 | -29 | -9 | 3 | 129 | -0.6
NNC(=O)COc1cccc2cccnc12 | -1.4 | 7 | -1.0 | -1.7 | -7 | 7 | -2 | -2 | -5 | 10 | -1.2
CCCOc1ccc(N2C(=O)CC(N(CCc3ccc(S(N)(=O)=O)cc3)C(C)=O)C2=O)cc1 (stereo unspecified) | 0.9 | 5 | 1.1 | 0.1 | 0 | 3 | · | 0 | 5 | -8 | -0.4
CCN(CC)CCNC(=O)C(=O)Nc1cc2c3c(c1)CCN3C(=O)CC2 | -2.0 | 9 | 2.4 | -2.0 | 0 | 2 | -8 | -5 | 8 | -5 | -0.4
CCOC(=O)c1cnc(N)nc1C(F)(F)F | 1.1 | 3 | 0.7 | -0.8 | 1 | 9 | -22 | -5 | -16 | -13 | -1.6
COc1ccc(OC)c(C(=O)NC(CC(N)=O)c2ccc(NCCN3CCCC3)c([N+](=O)[O-])c2)c1 (stereo unspecified) | 2.6 | -7 | 3.6 | 3.6 | -1 | -3 | 39 | -6 | -7 | -38 | 0.4
COc1ccc(CNC(=O)CCC(=O)Nc2ccc(Cl)cc2)cc1 | 1.5 | 1 | 0.7 | -0.1 | 3 | 16 | -4 | -2 | -7 | 23 | -3.4
O=C(c1ccco1)N1CCN(Cc2ccc(F)cc2Cl)CC1 | -0.2 | -3 | -0.8 | 0.3 | 1 | 15 | -1 | -1 | 2 | 4 | -3.2
Cc1cccc[n+]1C1C(c2ccccc2)C(C#N)=C(C(=C=[N-])C#N)NC1(O)C1CC1 (stereo unspecified) | · | 26 | -0.5 | 0.3 | -3 | -3 | -13 | -6 | -2 | 2 | 0.5
C[C@@H]1COC(=O)CCC/C=C\C[C@@H](CC(=O)N(CCO)Cc2ccccc2)C(=O)N1 | 0.4 | 3 | 2.9 | -0.4 | 14 | 17 | 5 | -8 | -4 | · | -3.6
Cc1ccc(S(=O)(=O)Nc2nc3ccccc3nc2NCc2ccco2)cc1 | 0.1 | -38 | 4.5 | 2.1 | -13 | -31 | -2 | 8 | 4 | -3 | 5.0
CCN(C(=O)COC(=O)c1ccc2ccccc2n1)c1c(N)n(Cc2ccccc2)c(=O)[nH]c1=O | 3.8 | 1 | · | · | -3 | -19 | -13 | -4 | -1 | · | 2.8
COc1ccc(S(=O)(=O)N(CCc2ccccc2)CC(=O)O)cc1OC | 1.5 | -1 | 1.4 | 1.2 | -4 | -5 | 3 | -2 | 1 | 41 | 0.9
CCOc1ccc(/C=C2\SC(=S)N(CCC(=O)N(CCO)c3ccccc3)C2=O)cc1 | 0.5 | 2 | -1.5 | 0.8 | 12 | -19 | -14 | -6 | 12 | -14 | 3.8
Cc1[nH]c2ccccc2c1/C=N/NC(=O)C1CC1(c1ccccc1)c1ccccc1 (stereo unspecified) | 3.0 | -7 | -0.6 | -2.7 | -5 | -12 | 9 | -5 | 0 | · | 2.4
COC(=O)CSc1nnc(-c2ccccc2O)n1-c1ccc(C)cc1 | 2.3 | -16 | 0.3 | 1.1 | -1 | 13 | -8 | 0 | -1 | -5 | -2.4
CC(=O)c1cc2c(cc1NC(=O)C1CN(C(C)=O)c3ccccc3O1)OCO2 (stereo unspecified) | 1.6 | -23 | 1.7 | 1.0 | 4 | 5 | -6 | 3 | -10 | 17 | -1.1
Cc1ccc(C(=O)NCC(=O)OC(C)C(=O)Nc2ccc(N(C)C)cc2)s1 (stereo unspecified) | 4.7 | 10 | 3.1 | 2.4 | 7 | -14 | -22 | -8 | 10 | -10 | 2.6
COc1cc2c(C#CCO)c(-c3ccc(C#N)cc3)oc(=O)c2cc1OC | 0.3 | -13 | -1.2 | -0.9 | 3 | 7 | 25 | 9 | -7 | -3 | -1.3
O=C(Nc1ccc(-n2ccc(C(F)(F)F)n2)cc1)Nc1cccc(Cl)c1 | 5.3 | -5 | 3.7 | 2.2 | -4 | -49 | 4 | -3 | -1 | 5 | 9.2
COc1ccc(OCc2nc(N)nc(Nc3cccc(C)c3C)n2)cc1 | 0.9 | 11 | 0.7 | -2.4 | -9 | 8 | -11 | 2 | -4 | 9 | -1.9
Cc1cc(-c2cc(-c3ccc(Cl)cc3)on2)nc(NCC2CC2)n1 | 0.7 | -22 | -0.6 | -2.1 | -2 | 12 | -5 | 0 | -2 | -13 | -2.6
CC(Sc1nnnn1C)C(=O)NC1CCCC1 (stereo unspecified) | 0.5 | 11 | -0.6 | 4.0 | -3 | 10 | -1 | -1 | 4 | 3 | -2.0
O=C(NCCCCc1ccccc1)c1cccc(NC(=O)c2ccccc2)c1 | 3.5 | 6 | · | · | -4 | -14 | 9 | 6 | 10 | · | 3.1
O=C1NC(CCc2ccccc2)C(=O)N1Cc1ccccc1Cl (stereo unspecified) | 1.3 | 16 | 2.7 | 0.9 | -5 | -20 | -26 | -2 | 1 | -5 | 3.7
CCN(CC)CCN(C(=O)c1ccc2c(c1)CCCC2)c1nc2ccc(C)cc2s1 | 2.4 | -31 | -1.3 | 0.2 | -3 | -31 | 15 | -7 | 15 | -8 | 5.5
O=C(CCNS(=O)(=O)c1ccc(F)c(Cl)c1)NCc1ccccc1F | 4.1 | -11 | 1.3 | 0.3 | 4 | 2 | -1 | -7 | -2 | 1 | -0.5
CCCOc1ccc(N2C(=O)CC(N3CCC(C(=O)OCC)CC3)C2=O)cc1 (stereo unspecified) | 0.3 | 9 | -2.2 | -0.5 | -6 | -8 | 105* | 5 | 5 | 772* | 1.4
Cc1ccccc1-c1nc(-c2cccnc2)no1 | 3.1 | 2 | 4.1 | 2.3 | -3 | 6 | -2 | -10 | -2 | -16 | -1.1
Cn1c(N)c(C(=O)Nc2ccc(-c3ccccc3)cc2)sc1=S | 1.2 | -47 | 2.2 | -1.0 | -20 | -12 | -51 | -5 | -2 | 30 | 2.3
CN(CC(=O)Nc1ccc(F)c(F)c1F)C(=O)CCc1nc2sc3c(c2c(=O)[nH]1)CCCC3 | 1.8 | -5 | 2.8 | 2.5 | -9 | 6 | 7 | 12 | 3 | 10 | -0.8
CC1CCN(c2ccc(-c3cccc(NC(=O)C(F)(F)F)c3)nn2)CC1 | 2.5 | 4 | 6.5 | 2.4 | -10 | 1 | 6 | -8 | -6 | -37 | -0.2
COc1ccc(-c2cccc(NS(=O)(=O)c3cc([N+](=O)[O-])ccc3Cl)c2)nn1 | 3.2 | 4 | -2.8 | -0.6 | -11 | 11 | · | 2 | 11 | 3 | -2.1
Cc1ccsc1C(=O)N1CC=C(c2ccccc2)CC1 | 3.2 | -5 | 1.5 | -0.6 | -2 | -7 | · | 2 | 15 | 21 | 1.1
COc1cccc(/C=N/Nc2ccc(Cl)nn2)c1OC | 1.2 | -2 | 2.1 | -1.0 | -4 | 2 | -26 | 7 | 12 | 10 | -0.4
Cc1c(C(=O)Nc2cc(S(=O)(=O)N3CCOCC3)ccc2N2CCOCC2)oc2ccccc12 | 3.0 | 5 | 3.1 | 1.8 | -7 | 0 | 27 | -14 | 21 | 9 | 0.1
CC(C)CN(C(=O)C1CC1)c1c(N)n(Cc2ccccc2)c(=O)[nH]c1=O | 3.5 | -6 | 3.9 | -0.8 | -12 | 14 | · | -6 | -9 | -23 | -2.7
CC1=C(/C=C/C(C)=C/C=C/C(C)=C/C(=O)O)C(C)(C)CCC1 | 3.5 | -18 | -0.8 | 1.9 | -4 | -1 | -17 | -1 | 4 | 195 | 0.1
CCCOc1ccc(Cn2ccnc2)cc1[N+](=O)[O-] | 3.7 | 1 | 3.1 | -0.1 | 8 | -1 | 31 | 0 | -1 | -12 | 0.1
Cc1cc(C(=O)O)c(C)n1Cc1ccncc1 | 2.9 | 0 | 1.0 | -0.5 | 7 | 13 | -8 | -11 | 0 | -23 | -2.5
Cc1ccc(S(=O)(=O)CCc2nnc(NC(=O)c3ccccn3)s2)cc1 | · | 5 | 2.1 | -3.6 | -4 | 16 | -6 | -9 | -6 | 114 | -3.9
O=C(OCCCC(=O)N1CCOCC1)c1ccccc1 | 0.6 | -6 | 2.3 | -0.5 | -5 | 24 | 8 | 0 | -4 | -16 | -4.0
Cc1cc(NC(=O)CCSc2ccccc2)no1 | -1.8 | -5 | 0.1 | -0.6 | -4 | 1 | -11 | -6 | 13 | 4 | -0.1
CC(C)CC(C(=O)O)N1C(=O)C2C3C=CC(C2C1=O)C1C(=O)N(C(CC(C)C)C(=O)O)C(=O)C31 (stereo unspecified) | 0.2 | 12 | 1.2 | -1.0 | -1 | 17 | -25 | -4 | 8 | -4 | -3.3
O=C(Nc1ccccc1)O/N=C(\c1ccccc1)c1ccccn1 | -0.3 | 10 | -3.1 | 0.6 | -14 | -28 | 3 | -1 | -1 | -12 | 4.5
COc1ccc(OC)c(Nc2nc(C3CC3)nc3c2nnn3Cc2ccccc2)c1 | 1.0 | -7 | 0.3 | -1.5 | -12 | 16 | 6 | -14 | -5 | -7 | -2.7
COc1ccc(C(=O)COc2ccc(NC(C)=O)cc2)cc1 | -0.2 | -24 | 5.4 | 0.6 | 4 | 11 | 15 | 9 | -17 | 123 | -1.9
COc1ccc(S(=O)(=O)N2CCCCCC2)cc1N(C)S(=O)(=O)c1ccc(C)cc1 | 2.0 | 4 | -3.6 | -1.4 | -6 | 3 | 21 | 5 | 17 | -2 | -0.6
Cc1cccc(C(=O)Nc2ncc(CN3CCOCC3)s2)c1 | 3.6 | 12 | 0.5 | 2.3 | -10 | 12 | -4 | 2 | 0 | -6 | -2.5
CCOC(=O)C(CC)(CCC(=O)O)c1csc(Nc2ccc(C)cc2)n1 (stereo unspecified) | 2.5 | -4 | 0.7 | 1.5 | 0 | 3 | 16 | -4 | 5 | -7 | -0.7

Random draw from the library; any-hit rate near 2.2%.
